Screening results (PubChem BioAssay)
Anthrax LF prot: anthrax lethal factor protease inhibition; P15917; multiplex microsphere protease cleavage assay, LF; inhibition, % at 10 µM; actives 0.12% (n = 360,000); AID 588501; in the data active means inhibition above about 30%; inconclusive means no clear call, values can overlap the other calls; further: plate controls were buffer without enzyme for full effect and enzyme alone for no effect
Target sequence (P15917 whole entry, looked up): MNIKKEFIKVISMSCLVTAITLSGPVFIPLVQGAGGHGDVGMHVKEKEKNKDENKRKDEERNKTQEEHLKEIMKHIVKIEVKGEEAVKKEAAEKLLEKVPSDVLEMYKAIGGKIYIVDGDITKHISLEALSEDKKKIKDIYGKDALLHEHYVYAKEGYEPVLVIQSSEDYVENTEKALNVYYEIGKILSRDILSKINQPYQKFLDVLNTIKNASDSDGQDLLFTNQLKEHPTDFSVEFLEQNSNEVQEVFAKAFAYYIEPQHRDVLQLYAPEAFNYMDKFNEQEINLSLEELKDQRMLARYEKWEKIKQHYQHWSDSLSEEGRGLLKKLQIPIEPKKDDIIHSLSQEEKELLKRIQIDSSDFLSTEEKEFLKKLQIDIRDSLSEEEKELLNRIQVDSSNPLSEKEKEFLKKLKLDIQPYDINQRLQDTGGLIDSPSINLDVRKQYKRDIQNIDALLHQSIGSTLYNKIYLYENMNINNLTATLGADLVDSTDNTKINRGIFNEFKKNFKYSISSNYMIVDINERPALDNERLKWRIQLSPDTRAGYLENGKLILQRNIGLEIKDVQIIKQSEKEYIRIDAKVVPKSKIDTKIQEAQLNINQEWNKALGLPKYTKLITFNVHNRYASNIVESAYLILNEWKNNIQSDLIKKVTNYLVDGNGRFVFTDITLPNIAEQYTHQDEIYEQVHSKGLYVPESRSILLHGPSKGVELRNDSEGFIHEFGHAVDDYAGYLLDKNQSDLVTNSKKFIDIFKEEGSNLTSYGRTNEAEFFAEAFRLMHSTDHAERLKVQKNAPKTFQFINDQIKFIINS
DUSP3 inh: inhibitors of human VHR1 phosphatase (DUSP3); actives 0.52% (n = 290,000); P51452; AID 1654; inhibition, % at 13.3 µM; recombinant VHR phosphatase, pNPP absorbance; in the data active means inhibition above about 50%; further: some compounds called inactive have numbers as strong as hits
Target sequence (P51452 whole entry, looked up): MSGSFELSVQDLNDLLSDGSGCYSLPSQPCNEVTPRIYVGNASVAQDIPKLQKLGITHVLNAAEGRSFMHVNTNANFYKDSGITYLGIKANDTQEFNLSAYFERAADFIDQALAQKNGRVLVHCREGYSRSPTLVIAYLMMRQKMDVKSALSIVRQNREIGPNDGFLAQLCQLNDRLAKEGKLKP
Vc quorum ag: inducers of Vibrio cholerae quorum light production without autoinducers. actives 0.16% (n = 350,000). activation, % at 18.7 µM. AID 588436. V. cholerae BH1578 lux reporter, luminescence, 6 h; in the data active means activation mostly above about 9.7%, no sharp cut-off; inconclusive means no clear call, values can overlap the other calls; inactive means mostly below about 3.7%; further: not every result past the cut was called active; inactives centre near 0; reference of the scale not given here
Rv3671c inh: Rv3671c (M. tuberculosis) protease inhibition; P9WHR9; inhibition, % at 5.96 µM; actives 0.048% (n = 320,000); AID 2606; in the data active means inhibition above about 38%;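 further: extracellular domain of Rv3671c used as enzyme; 0% = enzyme with DMSO and 100% = no enzyme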
Y pestis TopoI: inhibitors of Yersinia pestis topoisomerase I | Y. pestis Topo-I cleavage product accumulation, plate reader | activity, % at 10 µM | actives 0.064% (n = 360,000) | AID 504884; in the data active means activity above about 50%, passing the limit was not always enough; inconclusive means no clear call, values can overlap the other calls; further: inactives centre near 2
SSB-PriA inh: inhibitors of Klebsiella pneumoniae PriA binding to SSB C-terminal tail; AlphaScreen SSBct-PriA binding, biotinylated peptide; inhibition, % at 33 µM; actives 0.6% (n = 430,000); AID 1272365; in the data active means inhibition mostly above about 37%, no sharp cut-off; inactive means mostly below about 20%;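 further: plate controls were negative control peptide for no effect and reference peptide for full effect; strong numbers were not always called active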
SARS 3CLpro inh: SARS-CoV 3CLpro protease inhibition; actives 0.14% (n = 290,000); recombinant SARS-CoV 3CLpro, quenched FRET peptide cleavage; inhibition, % at 6 µM; P0C6X7; AID 1706; in the data active means inhibition above about 12%
MazEF act: MazEF (E. coli) toxin RNase activation. actives 0.32% (n = 350,000). activation, % at 20 µM. FAM/BHQ RNA-DNA oligo cleavage fluorescence, 5 h; in the data active means activation above about 50%
Target sequence (P0AE70 whole entry, looked up): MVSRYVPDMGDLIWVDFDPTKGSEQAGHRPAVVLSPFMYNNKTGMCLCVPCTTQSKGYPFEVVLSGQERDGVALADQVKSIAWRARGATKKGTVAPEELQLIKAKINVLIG
PfHsp40 yeast: compounds rescuing yeast from Plasmodium falciparum HSP40 toxicity; actives 0.68% (n = 340,000); S. cerevisiae expressing PfHsp40, growth rescue, ATP luminescence; AID 504582; growth rescue, % at 12.5 µM; in the data active means growth rescue above about 28%, passing the limit was not always enough; inconclusive means no clear call, values can overlap the other calls;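 further: yeast W303a lacking pdr1 and pdr3 grown in galactose medium; growth measured after three days at 30 °C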
TcdB GH inh: TcdB glycohydrolase inhibition; P18177; TcdB glycohydrolase enzymatic assay, plate reader; inhibition, % at 9.99 µM; actives 0.24% (n = 350,000); in the data active means inhibition above about 10%
An asterisk follows results filed as active; i = inactive; u = inconclusive; x = not tested or not shown; & = joins results of further samples. A portion of the library (hit frequency here may not be typical).

SMILES	Anthrax LF prot	DUSP3 inh	Vc quorum ag	Rv3671c inh	Y pestis TopoI	SSB-PriA inh	SARS 3CLpro inh	MazEF act	PfHsp40 yeast	TcdB GH inh
CCOc1ccc(N/C(SCc2cccc([N+](=O)[O-])c2)=C(/C#N)C(N)=O)cc1	-4.3	16.1	-0.2	2.2	0.6	8.9	-0.5	1.8	2.5	2.6
COc1ccc(Nc2nc3ccccc3n3cnnc23)cc1	-0.5	-27.7	-6.2	-6.9	-7.9	-3.0	6.1	-4.2	-2.2	x
S=C(NC1CCCCC1)N1CCN(c2ccccn2)CC1	-1.7	-7.9	-0.2	10.0	3.1	5.0	4.1	7.3	1.7	1.4
COc1cc(/C=N/O)c(Br)cc1OCC(=O)Nc1ccccc1C	0.2	-5.7	i	-16.6	4.4	x	6.6	14.8	-1.3	-0.8
N#Cc1ccc(N2CCOCC2)nc1	-2.2	17.9	-0.6	1.4	-0.5	-4.8	-5.0	0.0	-0.1	0.3
Cc1ccc(C2=C/C(=C/c3cccnc3)C(=O)O2)c(C)c1	-0.9	0.1	-0.2	-19.6	-5.4	2.1	0.5	-3.1	-0.3	-0.5
O=C1c2ccccc2NC(c2ccc(-c3ccccc3F)o2)N1O (stereo not given)	3.2	x	-0.8	-8.7	0.2	-2.1	x	5.7	119.8*	-1.2
CCCS(=O)(=O)N1CCCC(C(=O)Oc2ccc(Cl)cc2)C1 (stereo not given)	-9.5	14.9	-0.3	7.1	2.2	-14.2	5.3	9.1	-1.1	2.2
CC1=C(C(=O)OCc2ccccc2)C(c2ccccc2Cl)NC(=O)N1CCCC(=O)O (stereo not given)	-7.6	8.9	i	-13.0	11.1	-4.3	-2.5	8.6	0.7	-0.8
c1ccc2c(Nc3nc(-c4ccncc4)nc4ccccc34)cccc2c1	-8.1	36.8	i	4.1	10.7	-15.0	2.6	3.6	x	0.4
CC1(C)NC(=O)N(CCOCCOc2ccc3ccccc3c2Br)C1=O	-0.7	14.0	14.3	-6.7	13.9	-19.8	-0.3	-11.6	0.0	x
Cc1nc(C(F)(F)F)nc(Nc2ccc(Br)cc2)c1C#N	-1.2	3.6	-0.2	-2.2	-0.6	-11.3	-9.1	3.0	7.4	x
Cc1ccsc1C(=O)OCc1nnc(-c2ccccc2)o1	0.7	x	0.1	1.5	16.2	-35.0	x	-8.2	-0.1	0.3
COc1ccc(N2C(=O)c3ccccc3NC23CCC(C)CC3)cc1 (stereo not given)	0.2	19.9	i	8.5	2.7	-11.0	2.4	1.7	-0.5	x
CCSC1=C(C#N)C(c2ccc(F)cc2)CC(=O)N1 (stereo not given)	-4.8	12.8	-0.2	x	0.8	-5.2	-2.4	0.1	1.4	-1.2
CCCC(=O)Nc1ccc2nc(SCC(=O)Nc3nccs3)sc2c1	0.2	6.2	i	0.4	-5.0	-16.1	1.4	-3.9	-0.7	x
Oc1cc(Cl)ccc1Oc1ccc(Cl)cc1Cl	2.1	x	-0.7	-21.8	9.1	-29.6	x	-26.7	263.0*	-0.6
NC1=NC(c2cccc(Cl)c2)N(CCc2ccc(F)cc2)C(N)=N1 (stereo not given)	-4.3	x	-0.8	-10.2	-5.8	-2.2	-1.0	16.4	-2.0	-0.6
COc1ccc(NC(=O)COC(=O)c2cc(OC)c(OC)cc2NC(=O)c2ccco2)cc1OC	-3.2	21.8	0.3	2.8	8.1	-5.3	4.4	19.2	1.0	x
O=C(O)/C=C/C(=O)N1CCN(C(c2ccccc2)c2ccccc2)CC1	2.7	4.3	-0.3	-1.8	-8.4	-0.3	9.6	5.5	-1.3	0.2
CCCCCCCCCCCCCCCC[n+]1cccc2ccccc21	-0.8	1.1	-0.3	0.7	3.2	16.3	7.3	-1.6	5.9	4.0
CCOC(=O)c1ccc(NC(=S)NCCC2=CCCCC2)cc1	-2.3	4.6	-0.1	-29.2	6.5	-12.1	2.3	-9.1	0.5	x
O=[N+]([O-])c1cccnc1N1CCN(c2ccc(F)cc2)CC1	-4.3	20.6	i	-2.8	5.2	34.8	2.3	4.0	0.0	0.6
Cc1c(NC(=O)c2ccc(S(=O)(=O)N3CC(C)OC(C)C3)cc2)c(=O)n(-c2ccccc2)n1C (stereo not given)	-2.0	18.2	-0.5	-10.9	-2.8	-17.0&-12.5	-0.4	5.3	-1.2	x
COc1ccc(Cn2c(=O)[nH]c3cc(C(=O)NCCCN4CCCCC4)ccc3c2=O)cc1	2.5	29.4	x	4.2	-3.1	2.2	-2.5	21.5	2.5	x

Next section
SMILES	Anthrax LF prot	DUSP3 inh	Vc quorum ag	Rv3671c inh	Y pestis TopoI	SSB-PriA inh	SARS 3CLpro inh	MazEF act	PfHsp40 yeast	TcdB GH inh
COCCNC(=S)c1ccc(Br)cc1	-1.8	2.1	-0.4	-5.8	-6.7	-15.2	-1.1	-3.6	6.4	1.2
O=C(Nc1ccccc1)c1cc2ccccc2o1	-1.4	48.5	i	-12.7	3.8	-20.5	-4.0	5.6	-1.0	x
Cc1cc(CSc2ccccc2)ccc1NC(=O)c1ccc(CN2CCOCC2)cc1	0.5	4.6	-0.3	0.4	30.5	-7.9	6.0	4.7	4.5	x
Cc1cc(C(=O)N/N=C/c2cc(Br)cc(Br)c2OC(=O)c2cccc(F)c2)n[nH]1	-1.7	14.5	i	12.2	2.3	x	-2.2	45.5	0.0	0.1
Cc1ccc(NC(=S)Nc2c(C)n(C)n(-c3ccccc3)c2=O)cc1Cl	-1.9	9.4	i	4.5	-9.3	-3.6	3.3	1.1	0.1	0.9
COC(=O)c1ccc(C2C(C#N)=C(N)Oc3cc(O)ccc32)cc1 (stereo not given)	12.7	-20.5	-1.5	-0.9	-4.5	-3.3	-1.8	-3.5	-1.9	-2.3
CCc1nnc(NC(=O)CSc2nccn2-c2cc(C)cc(C)c2)s1	-2.2	46.1	i	-5.5	-0.4	-6.9	0.6	-0.8	-0.6	-8.2
COc1ccc(C(=O)N2CC3(C)C4CCC3(C)C2(C#N)C4)cc1OC (stereo not given)	-7.0	-3.4	-2.8	3.7	3.5	-11.7	-1.5	4.4	0.8	0.8
CS(=O)(=O)N(Cc1ccc(Cl)cc1)c1ccc(C(=O)NCCSCc2ccco2)cc1	-0.5	10.5	-0.9	-12.4	7.1	-10.8	7.9	-2.4	2.1	x
Cc1ccc(S(=O)(=O)Nc2ccc3oc(=O)sc3c2)c(C)c1	-0.5	-4.4	i	-16.7	4.9	-8.3	-0.5	-2.6	u	x
CCCNC(=O)C1(C)CCCN(Cc2ccc(C(F)(F)F)cc2)C1 (stereo not given)	-6.5	x	i	x	22.3	x	x	x	x	0.6
COc1ccc(C(=O)NC(=S)Nc2ccc3[nH]c(=O)[nH]c3c2)cc1	0.8	22.4	-0.4	-1.1	1.5	-2.4	-2.5	4.9	-0.2	1.1
Cc1ccc(NC(=O)CN2CCCN(S(=O)(=O)c3ccc(Br)s3)CC2)cc1	-2.0	19.9	-0.2	0.6	-11.0	1.0	3.1	-1.1	0.3	1.3
O=C(O)C1CCCCC1C(=O)Nc1cccc(C(=O)N2CCCCC2)c1 (stereo not given)	-1.3	-12.6	i	9.6	-9.3	-2.7	0.9	-6.8	0.6	0.5
Cc1ccn2c(=O)nc(SCC(=O)Nc3cc(C)on3)nc2c1	-2.6	x	i	0.4	6.4	-13.8	x	2.5	-0.4	-1.9
Cc1ccc(C(=O)Nc2c[nH]c(=O)[nH]c2=O)cc1	5.7	19.3	0.8	6.8	5.1	0.6	-1.1	7.5	0.1	-1.0
O=C(O)c1cc(O)c2c(c1)[C@H]([C@H]1c3cc(C(=O)O)cc(O)c3C(=O)c3c(O[C@@H]4O[C@H](CO)[C@@H](O)[C@H](O)[C@H]4O)cccc31)c1cccc(OC3O[C@H](CO)[C@@H](O)[C@H](O)[C@H]3O)c1C2=O (stereo not given in full)	-10.2	x	0.7	75.2*	-30.2	6.3	x	-11.2	u	-51.1
COc1ccc(NC(=O)c2cc(-c3cccs3)on2)cc1OC	0.3	3.0	i	4.2	-2.5	-4.1	0.7	0.3	-0.4	x
Cc1ccc(C(=O)C(C)OC(=O)c2cc(=O)[nH]c3ccccc23)cc1 (stereo not given)	-4.6	x	i	-25.1	-4.4	1.3	x	-3.8	0.5	-3.2
c1ccc2c(-n3cnnn3)cccc2c1	0.3	8.6	-3.1	-3.1	-2.8	-10.7	2.9	8.1	-0.4	x
Cc1ncc(CO)c(CNc2ccc(-c3nc4ccccc4[nH]3)cc2)c1O	4.4	6.1	-1.2	x	2.5	8.2	-8.1	5.3	-0.6	-1.7
Cc1cccc(OCC(=O)Oc2ccc(Cl)cc2)c1	8.5	x	-0.4	7.1	5.5	3.0	x	1.9	0.2	0.9
O=C1CC2c3ccccc3C1C1C(=O)N(Cc3ccccc3)C(=O)C21 (stereo not given)	-0.3	9.5	-1.1	-2.0	-5.3	-11.1	-2.8	0.8	-0.3	0.7
COc1ccc(CC(=O)NCc2nnc(SCCOc3ccccc3)n2C)cc1	-0.4	9.4	i	-3.1	4.6	1.0	-7.8	-0.9	1.3	x
COC(=O)N/N=C(\C)c1ccc(-n2ccnc2)cc1	-0.9	22.6	i	4.9	4.7	x	2.7	-3.8	1.2	1.3

New compounds follow
SMILES	Anthrax LF prot	DUSP3 inh	Vc quorum ag	Rv3671c inh	Y pestis TopoI	SSB-PriA inh	SARS 3CLpro inh	MazEF act	PfHsp40 yeast	TcdB GH inh
Cc1ccc(S(=O)(=O)N(Cc2ccccc2)c2ccccn2)cc1[N+](=O)[O-]	x	19.2	i	-0.1	-0.2	4.2	6.8	3.7	4.2	1.4
S=c1[nH]nc(C2CCCCC2)n1/N=C/C=C/c1ccccc1	0.0	9.7	-2.8	-1.6	0.9	x	10.5	10.9	0.6	x
CCn1c(COc2ccc3c(c2)OCO3)nnc1SCC(=O)c1ccccc1	-5.4	-8.3	-1.0	8.4	7.6	0.9	-4.2	3.4	1.1	x
COc1cc(OC)c(C(=O)Nc2ccc(C(=O)c3ccccc3)cc2)cc1OC	5.2	-0.7	-1.2	-7.7	41.3	-6.4	-11.9	3.5	154.0*	0.0
C=CCNC(=O)c1cccn1-c1ccsc1C(=O)OC	2.6	12.3	i	-6.5	1.6	-2.5	-5.9	7.9	0.8	x
Cc1cccc(N(C(=O)CCC(=O)Nc2cc(C)on2)C(C(=O)NC2CCCC2)c2ccccc2)c1 (stereo not given)	1.0	-15.9	-0.2	-2.8	11.6	-14.9	3.2	8.2	0.2	1.2
CC[C@@H](CCC=C(C)C)C(=O)N(Cc1ccccc1)c1ccccc1	6.2	x	i	-1.5	6.3	-24.3	x	2.6	6.8	0.1
CC(C)OP(=O)(c1ccc(N(C)C)cc1)C(O)c1ccncc1 (stereo not given)	1.0	7.1	-12.5	0.5	2.1	1.4	1.1	-0.5	0.7	x
CC(C)Cn1cnc2c1c(=O)n(CC(=O)NN)c(=O)n2Cc1ccccc1	-12.5	6.0	i	-11.0	19.8	-11.0	-4.3	4.5	-0.7	0.7
CC(c1ccccc1)N1CC(C(=O)N2CCCC(C(N)=O)C2)CC1=O (stereo not given)	-9.4	x	3.4	5.1	1.6	-3.4	x	-1.1	-0.4	0.4

Reprinted at random: four entries already listed, in no set order.
SMILES	Anthrax LF prot	DUSP3 inh	Vc quorum ag	Rv3671c inh	Y pestis TopoI	SSB-PriA inh	SARS 3CLpro inh	MazEF act	PfHsp40 yeast	TcdB GH inh
S=c1[nH]nc(C2CCCCC2)n1/N=C/C=C/c1ccccc1	0.0	9.7	-2.8	-1.6	0.9	x	10.5	10.9	0.6	x
Cc1ccc(S(=O)(=O)N(Cc2ccccc2)c2ccccn2)cc1[N+](=O)[O-]	x	19.2	i	-0.1	-0.2	4.2	6.8	3.7	4.2	1.4
Cc1cccc(N(C(=O)CCC(=O)Nc2cc(C)on2)C(C(=O)NC2CCCC2)c2ccccc2)c1 (stereo not given)	1.0	-15.9	-0.2	-2.8	11.6	-14.9	3.2	8.2	0.2	1.2
CC(C)Cn1cnc2c1c(=O)n(CC(=O)NN)c(=O)n2Cc1ccccc1	-12.5	6.0	i	-11.0	19.8	-11.0	-4.3	4.5	-0.7	0.7
